GAA inhib = qHTS Assay for Inhibitors of Human alpha-Glucosidase as a Potential Chaperone Treatment of Pompe Disease | Lysosomal alpha-glucosidase (Homo sapiens), P10253 | purified human GAA, 4-MU-alpha-glucoside fluorescence | Potency, µM (highest dose often 76.9 µM), without a hit: at the top dose activity change, negative = inhibition, actives largely listed as inhibitors | 200,000 compounds, 0.005% hits | AID 1466, 2008;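 note: plate controls were uninhibited enzyme wells for no effect and no-enzyme background for full effect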
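Endpoint fluorogenic read: 20 min room-temperature reaction of 4 nM human alpha-glucosidase with 400 uM 4-methylumbelliferyl-alpha-D-pyranoside, pH 5.0, quenched with 1M NaOH/1M glycine pH 10. AC50 from Hill modeling.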
GAA glycogen mod = qHTS Assay for Inhibitors and Activators of Human alpha-Glucosidase Cleavage of Glycogen; recombinant GAA, glycogen substrate, Amplex Red glucose oxidase fluorescence; AID 2100, 2009; Lysosomal alpha-glucosidase (Homo sapiens), P10253; Potency, µM (top dose mostly 76.4 µM), for inactives: at the highest dose activity change, negative = inhibition, most hits filed as inhibitors; 300,000 compounds, 0.38% hits;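 note: 0% = full enzyme reaction and -100% = no-enzyme basal signal; the screen sought inhibitors and activators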
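Recombinant enzyme (4 nM final) with compounds titrated up to 77 uM and bovine liver glycogen (30 ug) in citrate pH 5.0, 0.01% Tween-20, 37 C 40 min. Released glucose detected by Amplex Red/glucose oxidase (Ex 573/Em 610); AC50 from Hill fits.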
L3MBTL1 block = qHTS Assay for the Inhibitors of L3MBTL1; Lethal(3)malignant brain tumor-like protein 1 (Homo sapiens), Q9Y468; AlphaScreen L3MBTL1–H3K9me1 peptide binding; Potency, µM (series often up to 57.1 µM), inactives show at the highest dose activity, negative = inhibition, hits mostly inhibitors; 230,000 compounds, 0.66% hits; AID 485360, 2010; note: nearly all actives have a fitted effect of over 60% in size
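Read-out is AlphaScreen signal from streptavidin donor and nickel chelate acceptor beads (10 ug/mL final each) bridging L3MBTL1 (50 nM) and biotinylated K9-monomethylated H3(1-15) peptide (75 nM), after 30 min compound exposure at room temperature.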
TRb SRC2 PPI = qHTS for Inhibitors of the Interaction of Thyroid Hormone Receptor and Steroid Receptor Coregulator 2; TRbeta-SRC2 peptide binding, fluorescence polarization; receptor liganded with 1 µM T3; 280,000 compounds, 0.065% hits; AID 1469, 2008; Potency, µM (top dose mostly 106 µM), without a hit: at the highest dose activity change, negative = inhibition, usual class: inhibitors; Thyroid hormone receptor beta (Homo sapiens), P10828;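 note: plate controls were bound peptide for no effect and peptide without receptor for full effect; nearly all actives have a fitted effect of over 50% in size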
Target sequence (P10828 whole entry, looked up): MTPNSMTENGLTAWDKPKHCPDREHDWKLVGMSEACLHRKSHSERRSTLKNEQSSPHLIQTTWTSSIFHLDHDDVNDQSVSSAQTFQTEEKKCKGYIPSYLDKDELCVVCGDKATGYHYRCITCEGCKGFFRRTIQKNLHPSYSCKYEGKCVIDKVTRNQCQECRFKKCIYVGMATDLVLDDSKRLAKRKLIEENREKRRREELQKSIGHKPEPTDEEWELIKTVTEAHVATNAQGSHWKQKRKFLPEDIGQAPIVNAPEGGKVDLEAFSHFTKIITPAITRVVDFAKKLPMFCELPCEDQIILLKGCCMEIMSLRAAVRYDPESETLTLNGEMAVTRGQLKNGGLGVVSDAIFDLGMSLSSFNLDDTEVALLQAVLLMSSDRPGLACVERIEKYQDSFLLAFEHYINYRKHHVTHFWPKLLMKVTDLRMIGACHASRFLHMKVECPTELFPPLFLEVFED
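Fluorescence polarization of 20 nM Texas Red SRC2 peptide (20-aa NR interaction domain) bound to 0.6 uM human TRb ligand-binding domain, with 1 uM T3, after 5 hr at ambient temperature; inhibition seen as decreased polarization.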
GoLoco inh red = qHTS Assay for Inhibitors of RGS12 GoLoco Motif Activity (Red Fluorophore). Potency, µM (doses to about 61.6 µM), without a hit: at the top dose activity, negative = inhibition, actives largely listed as inhibitors. Gai1:RGS12 GoLoco peptide FP, rhodamine, 10 min. AID 880, 2007. 230,000 compounds, 0.44% hits. Guanine nucleotide-binding protein G(i) subunit alpha-1 (Homo sapiens), P63096; active = well fitted inhibition curve with a large enough effect, not every such curve was filed as active; inactive = no such curve, though single readings can be large or run the other way; note: nearly all actives have a fitted effect of over 30% in size; many of its hits are not listed in these tables
Target sequence (P63096 whole entry, looked up): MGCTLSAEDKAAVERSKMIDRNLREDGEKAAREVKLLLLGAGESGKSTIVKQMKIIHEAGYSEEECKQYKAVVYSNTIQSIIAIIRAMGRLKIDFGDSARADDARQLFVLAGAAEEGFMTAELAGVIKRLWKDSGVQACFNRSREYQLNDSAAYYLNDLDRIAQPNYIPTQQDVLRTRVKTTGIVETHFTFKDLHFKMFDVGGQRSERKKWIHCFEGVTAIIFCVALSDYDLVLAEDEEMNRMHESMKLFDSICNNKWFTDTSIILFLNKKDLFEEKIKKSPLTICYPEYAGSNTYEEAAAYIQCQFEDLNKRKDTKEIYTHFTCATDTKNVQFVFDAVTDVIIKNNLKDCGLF
aGlu spleen mod = qHTS Assay for Inhibitors and Activators of Human alpha-Glucosidase From Spleen Homogenate; Potency, µM (series often up to 79.9 µM), inactives show top-dose activity change, negative = inhibition, actives largely listed as inhibitors; human spleen homogenate, 4-MU-alpha-glucoside fluorescence; 240,000 compounds, 0.006% hits; Lysosomal alpha-glucosidase (Homo sapiens), P10253;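 note: 0% = enzyme with vehicle and -100% = no enzyme basal signal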
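Human spleen homogenate (1 ug) with 4-methylumbelliferyl-alpha-D-glucopyranoside (1 mM final) in 50 mM citrate/phosphate pH 5.0, 0.01% Tween-20; 40 min at 37 C. Stopped at pH 10; 4-MU fluorescence Ex 365/Em 440 nm; AC50 by Hill fit.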
RECQ1 helicase = qHTS Assay for Inhibitors of RecQ-Like Dna Helicase 1 (RECQ1). ATP-dependent DNA helicase Q1 (Homo sapiens), P46063. RECQ1 DNA unwinding, red fluorescence kinetic read. Potency, µM (series often up to 57.3 µM), for inactives: at the top dose activity, negative = inhibition, most hits filed as inhibitors. 240,000 compounds, 0.54% hits;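 note: plate controls were vehicle for no effect and no enzyme for full effect; nearly all actives have a fitted effect of over 30% in size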
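50 nM RECQ1T1 preincubated 15 min with compound in Tris pH 8.0 buffer with MgCl2, DTT, Tween-20 and 2.5 ug/ml poly(dI-dC); started with 200 nM TAMRA/BHQ-2 forked duplex and 2 mM ATP. Unwinding read as fluorescence (525/598 nm), two reads 2 h apart.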
TR SRC2 fluor cs = Total Fluorescence Counterscreen for Inhibitors of the Interaction of Thyroid Hormone Receptor and Steroid Receptor Coregulator 2; Potency, µM (doses to about 106 µM), for inactives: at the highest dose fluorescence change, negative = quenching; 280,000 compounds, 0.29% hits; TRb/SRC2 Texas Red total fluorescence interference; active = well fitted curve in either direction with a large enough effect; inconclusive = small, poorly fitted or top-dose-only effect
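Human TRβ ligand-binding domain (0.6 uM) and Texas Red SRC2 peptide (20 nM) in Tris buffer with 1 uM T3 and 5% DMSO were incubated with pinned compound for 5 hr at ambient temperature. Total fluorescence was computed as S + 2P (555/632 nm).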
Starred values were filed as active, the others as inactive; [ ] = dose if it differs, or a comment. Unless noted, calls come from the whole dose curve; as a rule, active = well fitted curve in the direction sought with a large enough effect; inconclusive = small, poorly fitted or top-dose-only effect, or another doubt; inactive = no such curve, though single readings can be large; an effect the other way counts as inactive or inconclusive. Unless noted, % is set by controls: 0 for no effect and ±100 for the full control effect; potency is the fitted concentration of half-maximal effect. Only part of the results is shown (hit frequency here may not be typical).

For COC(=O)c1cc2sc(Cl)cc2n1CC(=O)NCCC(C)C the results were GAA inhib 2%, GAA glycogen mod 4%, TRb SRC2 PPI 2%, GoLoco inh red 6%, aGlu spleen mod -2%, RECQ1 helicase -4% and TR SRC2 fluor cs -5%.
For Cc1cc(-c2ccco2)c(C#N)c2nc3ccccc3n12 the results were GAA inhib -21%, GAA glycogen mod 6%, L3MBTL1 block -25%, TRb SRC2 PPI 1%, GoLoco inh red 37%[activator], aGlu spleen mod 0%, RECQ1 helicase inactive and TR SRC2 fluor cs -7%.
`O=C(CSc1nc2[nH]ncc2c(=O)n1-c1ccccc1)NCCc1ccccc1` gave GAA inhib -7%, GAA glycogen mod 6%, TRb SRC2 PPI 9%, GoLoco inh red -6%, aGlu spleen mod -4%, RECQ1 helicase -4% and TR SRC2 fluor cs -2%.
`COc1cccc(CNC(=O)CCC2CCCN(C(=O)c3ccoc3)C2)c1` (stereo not drawn) gave GAA inhib 0%, GAA glycogen mod 1%, L3MBTL1 block 7%, TRb SRC2 PPI -4%, GoLoco inh red -1%, aGlu spleen mod 5%, RECQ1 helicase inactive and TR SRC2 fluor cs 2%.
Screening CCC(CC)NC(=O)Cn1c(C(C)NC(C)=O)nc2ccccc21 (stereo not drawn) returned GAA glycogen mod 1%, TRb SRC2 PPI 1%, GoLoco inh red 2%, aGlu spleen mod 1%, RECQ1 helicase -2% and TR SRC2 fluor cs -1%.
`O=S(=O)(c1ccc(Br)cc1Cl)N1CCN(CCO)CC1` gave GAA inhib 2%, GAA glycogen mod 1%, L3MBTL1 block 3%, TRb SRC2 PPI 4%, GoLoco inh red 0%, aGlu spleen mod 8%, RECQ1 helicase -5% and TR SRC2 fluor cs 2%.
`O=C(NC1CCCC1)c1ccc(CNc2c(N3CCOCC3)c(=O)c2=O)cc1` gave GAA inhib -14%, GAA glycogen mod 1%, TRb SRC2 PPI -6%, GoLoco inh red 3%, aGlu spleen mod 0%, RECQ1 helicase -11% and TR SRC2 fluor cs 0%.
Screening Cc1cc(C)n(CC(=O)N/N=C/c2cccs2)n1 returned GAA inhib 2%, GAA glycogen mod 0%, L3MBTL1 block -6%, TRb SRC2 PPI 11%, GoLoco inh red 4%, aGlu spleen mod -5%, RECQ1 helicase 9% and TR SRC2 fluor cs 0%.
Screening Cc1cc(N2CCCC2)ccc1/C=N/n1cnnc1 returned GAA inhib -6%, GAA glycogen mod -9%, TRb SRC2 PPI 9%, GoLoco inh red 11%, aGlu spleen mod -6%, RECQ1 helicase inconclusive and TR SRC2 fluor cs -1%.
Screening CC(C)n1c(Sc2nccn2C)nc2c1c(=O)n(C)c(=O)n2C returned GAA inhib -11%, GAA glycogen mod 1%, TRb SRC2 PPI -19%, GoLoco inh red 7%, aGlu spleen mod -8%, RECQ1 helicase -4% and TR SRC2 fluor cs -3%.

A section taken from the entries so far:
Screening Cc1cc(C)n(CC(=O)N/N=C/c2cccs2)n1 returned GAA inhib 2%, GAA glycogen mod 0%, L3MBTL1 block -6%, TRb SRC2 PPI 11%, GoLoco inh red 4%, aGlu spleen mod -5%, RECQ1 helicase 9% and TR SRC2 fluor cs 0%.
Screening Cc1cc(N2CCCC2)ccc1/C=N/n1cnnc1 returned GAA inhib -6%, GAA glycogen mod -9%, TRb SRC2 PPI 9%, GoLoco inh red 11%, aGlu spleen mod -6%, RECQ1 helicase inconclusive and TR SRC2 fluor cs -1%.
Screening CC(C)n1c(Sc2nccn2C)nc2c1c(=O)n(C)c(=O)n2C returned GAA inhib -11%, GAA glycogen mod 1%, TRb SRC2 PPI -19%, GoLoco inh red 7%, aGlu spleen mod -8%, RECQ1 helicase -4% and TR SRC2 fluor cs -3%.

Going on with the list.
For CCCc1nc(SCc2ccc(Cl)cc2Cl)n[nH]1 the results were GAA inhib 0%, GAA glycogen mod -2%, TRb SRC2 PPI 7%, GoLoco inh red 1%, aGlu spleen mod 3%, RECQ1 helicase inactive and TR SRC2 fluor cs 4%.
`FC(F)(F)C(Cl)Br` (stereo not drawn) gave TRb SRC2 PPI 6%, GoLoco inh red 4%, aGlu spleen mod -10%, RECQ1 helicase 0% and TR SRC2 fluor cs 0%.
`COc1ccc(C)cc1NC(=O)CC(O)(C(F)(F)F)C(F)(F)F` gave GAA inhib -4%, GAA glycogen mod -3%, TRb SRC2 PPI -5%, GoLoco inh red -2%, aGlu spleen mod 6%, RECQ1 helicase inactive and TR SRC2 fluor cs 0%.
Screening CC1CCN(CC(=O)N2CC(=O)Nc3ccccc32)CC1 returned GAA inhib 3%, GAA glycogen mod -10%, L3MBTL1 block 2%, TRb SRC2 PPI -2%, GoLoco inh red 6%, aGlu spleen mod 5%, RECQ1 helicase -5% and TR SRC2 fluor cs 3%.
`COc1ccc([N+](=O)[O-])cc1NC(=O)COC(=O)c1ccccc1O` gave GAA inhib -8%, GAA glycogen mod 5%, L3MBTL1 block 0%, TRb SRC2 PPI 4%, GoLoco inh red 0%, aGlu spleen mod 7%, RECQ1 helicase -6% and TR SRC2 fluor cs -3%.
`CCC(Sc1nc2sc(C(=O)OC)c(C)c2c(=O)n1N)C(=O)N(CC)CC` (stereo not drawn) gave GAA inhib -7%, GAA glycogen mod -1%, TRb SRC2 PPI -12%, GoLoco inh red 0%, aGlu spleen mod 1%, RECQ1 helicase inactive and TR SRC2 fluor cs 1%.
Screening COc1ccc(CCNc2nc(=O)[nH]nc2C)cc1OC returned GAA inhib -6%, GAA glycogen mod -10%, L3MBTL1 block 3%, TRb SRC2 PPI -16%, GoLoco inh red -1%, aGlu spleen mod -6%, RECQ1 helicase -11% and TR SRC2 fluor cs -1%.
For O=c1oc(Nc2ccccc2F)nc2ccccc12 the results were GAA inhib 3%, GAA glycogen mod -7%, L3MBTL1 block 8%, TRb SRC2 PPI -4%, aGlu spleen mod -4%, RECQ1 helicase -1% and TR SRC2 fluor cs -4%.
O=C(Nc1ccc(F)cc1)c1nc[nH]c1C(=O)Nc1ccccc1[N+](=O)[O-] was read as GAA inhib -2%, GAA glycogen mod 5%, L3MBTL1 block -15%, TRb SRC2 PPI -2%, GoLoco inh red 2%, aGlu spleen mod -7%, RECQ1 helicase -1% and TR SRC2 fluor cs inconclusive.
CCOC(=O)c1c(NC(=O)Cc2cccs2)sc(C(=O)N2CCCCC2)c1C was read as GAA inhib -12%, GAA glycogen mod -3%, L3MBTL1 block -7%, TRb SRC2 PPI 3%, GoLoco inh red 2%, aGlu spleen mod -7%, RECQ1 helicase 5% and TR SRC2 fluor cs -2%.
Screening C/C(=C1\SC(N2CCOCC2)=NC1=O)c1ccc(C)cc1 returned GAA inhib 1%, GAA glycogen mod -2%, L3MBTL1 block -2%, TRb SRC2 PPI -8%, GoLoco inh red 16%, aGlu spleen mod -10%, RECQ1 helicase -5% and TR SRC2 fluor cs -1%.
For C/C(=C\c1ccccc1)C(=O)Nc1ccc(S(=O)(=O)Nc2ncccn2)cc1 the results were GAA inhib 1%, GAA glycogen mod -3%, TRb SRC2 PPI 4%, GoLoco inh red 2%, aGlu spleen mod 10%, RECQ1 helicase inactive and TR SRC2 fluor cs 2%.
For CC(C)OC(=O)c1cc(-c2ccc(C=O)o2)ccc1Cl the results were GAA inhib -2%, GAA glycogen mod 0%, L3MBTL1 block -2%, TRb SRC2 PPI -2%, GoLoco inh red 32%[activator], aGlu spleen mod -9%, RECQ1 helicase 1% and TR SRC2 fluor cs 0%.
c1ccc2c(c1)CCN(c1nc(CN3CCOCC3)nc3sc4c(c13)CCCC4)C2 was read as GAA inhib 0%, GAA glycogen mod -11%, L3MBTL1 block -4%, TRb SRC2 PPI 2%, GoLoco inh red 0%, aGlu spleen mod 2%, RECQ1 helicase -11% and TR SRC2 fluor cs 5%.
For O=C(/C=C/c1cccc([N+](=O)[O-])c1)NCCN1C(=O)S/C(=C\c2cccnc2)C1=O the results were GAA inhib 1%, GAA glycogen mod -8%, L3MBTL1 block -2%, TRb SRC2 PPI -7%, GoLoco inh red 5%, aGlu spleen mod 6%, RECQ1 helicase -14% and TR SRC2 fluor cs -4%.
O=C(CCN1CCc2ccccc2C(c2ccccc2)C1)c1ccc2c(c1)OCCO2 (stereo not drawn) was read as GAA inhib -9%, GAA glycogen mod -7%, TRb SRC2 PPI -7%, GoLoco inh red 7%, aGlu spleen mod 2%, RECQ1 helicase inactive and TR SRC2 fluor cs 0%.
For CC(C)CCN1C(=O)CC(NNC(=O)c2ccc(S(=O)(=O)N3CCCC3)cc2)C1=O (stereo not drawn) the results were GAA inhib -3%, GAA glycogen mod inconclusive, L3MBTL1 block 3%, TRb SRC2 PPI 1%, GoLoco inh red 7%, aGlu spleen mod -10%, RECQ1 helicase -7% and TR SRC2 fluor cs -2%.
Screening Cc1ccc(C(=O)C(OC(=O)c2c(C)cc(=O)oc2C)c2ccccc2)cc1 (stereo not drawn) returned GAA inhib inconclusive, GAA glycogen mod 19%, L3MBTL1 block -1%, TRb SRC2 PPI 5%, GoLoco inh red 5%, aGlu spleen mod -3%, RECQ1 helicase inactive and TR SRC2 fluor cs 1%.
